Source: PubChem BioAssay (The Scripps Research Institute Molecular Screening Center)
OX1R antag-1 – OX1R (HCRTR1) antagonists, primary screen, fluorescence, CHO/OX1R cells, Fluo-8 calcium, orexin A; Fluo-8 calcium fluorescence; inhibition, % at 5 µM; 0.43% of 330,000 active; AID 434989, 2010;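 active = inhibition above its plate's threshold, mean inhibition of all tested compounds on the plate plus 3 SD, cut at about 37% in these data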;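 note: 0% = orexin A challenge wells and 100% = SB-334867-A antagonist wells; not every result past the cut was called active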
Target sequence (O43613 whole entry, looked up): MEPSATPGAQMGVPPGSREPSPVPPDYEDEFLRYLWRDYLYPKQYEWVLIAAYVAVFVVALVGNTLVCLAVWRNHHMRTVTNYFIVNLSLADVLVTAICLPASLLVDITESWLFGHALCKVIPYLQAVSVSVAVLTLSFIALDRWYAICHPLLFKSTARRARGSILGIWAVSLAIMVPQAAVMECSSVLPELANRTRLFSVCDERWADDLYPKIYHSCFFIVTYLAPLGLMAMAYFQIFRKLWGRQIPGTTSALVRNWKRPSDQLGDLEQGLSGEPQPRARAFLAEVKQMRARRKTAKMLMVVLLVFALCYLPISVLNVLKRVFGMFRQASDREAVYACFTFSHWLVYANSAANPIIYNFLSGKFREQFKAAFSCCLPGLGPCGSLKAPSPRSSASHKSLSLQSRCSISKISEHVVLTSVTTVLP
OX1R antag-2 – antagonists of human orexin 1 receptor (OX1R); OX1R-expressing cells, FRET antagonist read-out; inhibition, % at 6.6 µM; 1.8% of 330,000 active; AID 485270, 2010; in the data active = inhibition mostly above about 38%, no sharp cut-off; inactive = mostly below about 40%;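 note: 0% = agonist challenge alone and 100% = reference antagonist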
The depositor's hits bear a star. A portion of the library. The share of hits here may be higher or lower than overall.

1	Cc1ccc(-c2cc(C(=O)N3CCC4(CC3)OCCO4)no2)cc1
2	COc1ccc(OC)c(C2=NOC(C(=O)N3CCC4(CC3)OCCO4)C2)c1 (stereo not given)
3	COc1ccccc1N1C(=O)NC(=O)/C(=C/c2ccc([N+](=O)[O-])s2)C1=O
4	CNCCc1nc(N)n[nH]1
5	O=c1c2ccccc2nc(CNc2ccccc2)n1-c1ccccc1
6	CCCNC(=O)N1[C@H]2CC[C@@H]1C(C(=O)OC)=C(c1ccc(S(C)(=O)=O)cc1)C2

compound no. | 1 | 2 | 3 | 4 | 5 | 6
OX1R antag-1 | -7 | -14 | -13 | -6 | -33 | 7
OX1R antag-2 | 13 | 16 | 32 | 11 | 7 | 9

7	CCOC(=O)C1C(=O)N(C)C2(C)CC1c1ccccc1O2 (stereo not given)
8	CN(C)C(Cc1ccccc1)C(=O)c1ccc(-c2ccccc2)cc1 (stereo not given)
9	Fc1cccc(F)c1-c1nc(-c2ccc(Cl)cc2)no1
10	COC(=O)C1=C(c2ccc(C(C)=O)cc2)C[C@@H]2CC[C@H]1N2C(=O)NCCNC(C)=O
11	CC/C(=N\Nc1ccccc1)c1c(O)[nH]c(=O)[nH]c1=O
12	COc1ccc(CCn2c(O)c(C=NCCCO)c(=O)[nH]c2=O)cc1OC

compound no. | 7 | 8 | 9 | 10 | 11 | 12
OX1R antag-1 | -25 | -17 | -11 | -20 | -10 | -15
OX1R antag-2 | 9 | 3 | -3 | 2 | 8 | 27

13	O=C(O)c1cccc2nc3ccccc3nc12
14	CCCCn1c(NS(=O)(=O)c2ccccc2)c(C(=O)OCC)c2nc3ccccc3nc21
15	CCOC(=O)c1sc(/N=C/c2c(O)n(-c3cccc(C)c3)c(=O)[nH]c2=O)c(C#N)c1C
16	CCOC(=O)c1c(C)n(Cc2ccco2)c2ccc(OC)cc12
17	CCCC1=C(C(=O)OCC)C2(C(=O)Nc3ccccc32)C(C#N)=C(N)O1 (stereo not given)
18	CC[C@H]1CC2CN3CCc4c([nH]c5cc(OC)ccc45)[C@](C(=O)OC)(C2)[C@H]13

compound no. | 13 | 14 | 15 | 16 | 17 | 18
OX1R antag-1 | -3 | -20 | 0 | -34 | -4 | -8
OX1R antag-2 | 48* | 26 | 4 | 22 | 11 | 10

19	O=C(Nc1ccccc1OC(=O)N1CCOCC1)N1CCOCC1
20	CC[N+](CC)(CC)CCCCCCCCCC[N+](CC)(CC)CC
21	O=C(c1ccco1)c1cn(Cc2ccccc2Cl)c2ccccc12
22	O=c1c2ccccc2nc(-c2ccco2)n1-c1nccs1
23	O=c1[nH]c(O)c(C=Nc2ccccc2Oc2ccccc2)c(=O)[nH]1
24	CN1C[C@H](CNC(=O)OCc2ccccc2)C[C@@H]2c3cccc4c3c(cn4C)C[C@H]21

compound no. | 19 | 20 | 21 | 22 | 23 | 24
OX1R antag-1 | 3 | 5 | -38 | -14 | -15 | -20
OX1R antag-2 | 19 | 10 | 21 | 9 | 15 | 6

25	CC(Cc1ccccc1)NC(=O)/C=C/c1ccc(Cl)cc1 (stereo not given)
26	CCOC(=O)c1ccc(N=C(C)c2c(O)[nH]c(=O)[nH]c2=O)cc1
27	CC(C)Oc1ccc(CCN)cc1Cl
28	CCCC(C)C1(CC)C(=O)NC(=Nc2ccccc2)NC1=O (stereo not given)
29	O=P(Nc1c(Cl)cccc1Cl)(c1ccccc1)c1nc2c(s1)CCCC2 (stereo not given)
30	COC(=O)C1=C(c2ccc(OC(F)(F)F)cc2)C[C@@H]2CC[C@H]1N2C(=O)NCc1cccc2ccccc12

compound no. | 25 | 26 | 27 | 28 | 29 | 30
OX1R antag-1 | -4 | -4 | -10 | -12 | -13 | -16
OX1R antag-2 | 30 | 8 | 1 | 24 | 5 | 11

31	CCC1C(C#N)=C(N)Oc2c1c(=O)oc1ccccc21 (stereo not given)
32	CN1CCCN(C(=O)COc2cccc(C(F)(F)F)c2)CC1
33	CN(C)c1ccc2c(c1)N=C(c1ccco1)OP2(=S)N1CCOCC1 (stereo not given)
34	CCCN1CCC[C@@H]2Cc3nc(N)ncc3C[C@H]21
35	Cc1cc(C)cc(N2C(=O)/C(=C\c3ccc(N4CCN(C)CC4)o3)C(=O)NC2=S)c1
36	CCNc1cc(N2CCN(C)CC2)ccc1[N+](=O)[O-]

compound no. | 31 | 32 | 33 | 34 | 35 | 36
OX1R antag-1 | 13 | -5 | -13 | -16 | -14 | -15
OX1R antag-2 | -3 | 4 | -3 | 11 | 4 | 51*

37	O=Cc1cn(Cc2ccc([N+](=O)[O-])cc2)c2ccccc12
38	O=C(/C=C/c1ccc(Cl)cc1)NC(=S)N1C[C@H]2C[C@H](C1)c1cccc(=O)n1C2
39	C[C@]12CCC(=O)C=C1CC[C@@H]1[C@@H]2C(=O)C[C@]2(C)C(=O)CC[C@@H]12
40	COc1ccc(-c2nn(CCC#N)cc2C(=O)Nc2ccccc2Br)cc1
41	CCC(=O)OC1(c2ccccc2)C(C)CN(C)CC1C (stereo not given)
42	CCC(=NCCc1c[nH]c2ccccc12)c1c(O)n(C)c(=O)n(C)c1=O

compound no. | 37 | 38 | 39 | 40 | 41 | 42
OX1R antag-1 | 6 | -24 | 0 | -27 | -8 | 20
OX1R antag-2 | 13 | 7 | 6 | 11 | 4 | 27

43	CC(N=Cc1c(O)[nH]c(=O)[nH]c1=O)c1ccccc1 (stereo not given)
44	CC1N=C(c2ccccc2Cl)c2cc(Br)ccc2NC1=O (stereo not given)
45	COCCNC(=O)N1[C@H]2CC[C@@H]1C(C(=O)OC)=C(c1ccc(-c3ccccc3)c(F)c1)C2
46	Cc1c(N=Nc2c(O)n(Cc3ccccc3)c(=O)[nH]c2=O)c(=O)n(-c2ccccc2)n1C
47	COC(=O)CCCCC1SCC(NC(=O)c2ccccc2)C1Cl (stereo not given)
48	COc1ccccc1CN1CCN(C(=O)COc2ccc3ccccc3c2)CC1

compound no. | 43 | 44 | 45 | 46 | 47 | 48
OX1R antag-1 | -4 | -15 | -13 | -21 | -11 | -7
OX1R antag-2 | 11 | 6 | 2 | 31 | 25 | -1

49	CCN(CC)C(=O)c1ccc(NC(=O)c2cccc(S(=O)(=O)N3CCN(C)CC3)c2)cc1
50	Cn1nccc1C(=O)N1CCC2(CC1)OCCO2
51	Cc1ccccc1NP(=O)(Oc1ccccc1F)Oc1ccccc1F
52	CC(Cc1ccccc1)NC=O (stereo not given)
53	COC(=O)C1=C(c2ccc(C(C)=O)cc2)C[C@@H]2CC[C@H]1N2C(=O)N1CCCC1
54	C=C1C2C[C@H](O)C(C)(C)[C@@]2(O)[C@H](O)C[C@]23C[C@@](C)(O)[C@H](CC[C@H]12)[C@H]3OC(C)=O (stereo not given in full)

compound no. | 49 | 50 | 51 | 52 | 53 | 54
OX1R antag-1 | -17 | 7 | -10 | -10 | -8 | 7
OX1R antag-2 | 15 | 11 | 21 | 10 | 8 | 14

55	COc1cc(OC)c(OC)cc1/C=C1\C(=O)NC(=O)N(Cc2ccccc2)C1=O
56	O=C(Cn1cnc2ccccc2c1=O)NCCC(=O)N1CCC2(CC1)OCCO2
57	COCCOC(=O)c1c(N)n(Cc2ccco2)c2nc3ccccc3nc12
58	Cc1ccc(CNCCc2ccc(F)cc2)s1
59	CC(C(=O)c1c[nH]c2ccccc12)N1CCSCC1 (stereo not given)
60	O=C(CN1CC(c2ccccc2)CC1=O)Nc1ccccc1 (stereo not given)

compound no. | 55 | 56 | 57 | 58 | 59 | 60
OX1R antag-1 | -8 | -6 | -13 | -18 | -8 | 3
OX1R antag-2 | 5 | 4 | 54 | -8 | 3 | 7

17 entries out of the list, arranged by length of the SMILES, low to high.
52	CC(Cc1ccccc1)NC=O (stereo not given)
58	Cc1ccc(CNCCc2ccc(F)cc2)s1
50	Cn1nccc1C(=O)N1CCC2(CC1)OCCO2
41	CCC(=O)OC1(c2ccccc2)C(C)CN(C)CC1C (stereo not given)
60	O=C(CN1CC(c2ccccc2)CC1=O)Nc1ccccc1 (stereo not given)
44	CC1N=C(c2ccccc2Cl)c2cc(Br)ccc2NC1=O (stereo not given)
47	COC(=O)CCCCC1SCC(NC(=O)c2ccccc2)C1Cl (stereo not given)
51	Cc1ccccc1NP(=O)(Oc1ccccc1F)Oc1ccccc1F

compound no. | 52 | 58 | 50 | 41 | 60 | 44 | 47 | 51
OX1R antag-1 | -10 | -18 | 7 | -8 | 3 | -15 | -11 | -10
OX1R antag-2 | 10 | -8 | 11 | 4 | 7 | 6 | 25 | 21

43	CC(N=Cc1c(O)[nH]c(=O)[nH]c1=O)c1ccccc1 (stereo not given)
48	COc1ccccc1CN1CCN(C(=O)COc2ccc3ccccc3c2)CC1
56	O=C(Cn1cnc2ccccc2c1=O)NCCC(=O)N1CCC2(CC1)OCCO2
42	CCC(=NCCc1c[nH]c2ccccc12)c1c(O)n(C)c(=O)n(C)c1=O
55	COc1cc(OC)c(OC)cc1/C=C1\C(=O)NC(=O)N(Cc2ccccc2)C1=O
49	CCN(CC)C(=O)c1ccc(NC(=O)c2cccc(S(=O)(=O)N3CCN(C)CC3)c2)cc1
53	COC(=O)C1=C(c2ccc(C(C)=O)cc2)C[C@@H]2CC[C@H]1N2C(=O)N1CCCC1
46	Cc1c(N=Nc2c(O)n(Cc3ccccc3)c(=O)[nH]c2=O)c(=O)n(-c2ccccc2)n1C

compound no. | 43 | 48 | 56 | 42 | 55 | 49 | 53 | 46
OX1R antag-1 | -4 | -7 | -6 | 20 | -8 | -17 | -8 | -21
OX1R antag-2 | 11 | -1 | 4 | 27 | 5 | 15 | 8 | 31

54	C=C1C2C[C@H](O)C(C)(C)[C@@]2(O)[C@H](O)C[C@]23C[C@@](C)(O)[C@H](CC[C@H]12)[C@H]3OC(C)=O (stereo not given in full)

compound no. | 54
OX1R antag-1 | 7
OX1R antag-2 | 14

Other structures:
61	CN1C(=O)/C(=C/c2ccc(N3CCCCCC3)o2)C(=O)NC1=S
62	COC(=O)[C@@H](c1ccccc1)C1CCCCN1 (stereo not given in full)
63	CCCC[N+]1(C)C2CC(OC(=O)C(CO)c3ccccc3)CC1C1OC12 (stereo not given)
64	Cc1nc2nc(SCC(=O)N3CCC4(CC3)OCCO4)nn2c(C)c1Cc1ccccc1
65	O=C(c1cc2c(s1)-c1ccccc1OC2)N1CCC2(CC1)OCCO2
66	CCOc1ccc(N=Cc2c(O)n(C(C)(C)C)c(=O)[nH]c2=O)cc1

compound no. | 61 | 62 | 63 | 64 | 65 | 66
OX1R antag-1 | -12 | -3 | -1 | -13 | -28 | -15
OX1R antag-2 | 24 | 8 | 13 | 1 | 13 | 14

67	CCN(CC)c1ccc(/C=C2\C(=O)NC(=S)N(C)C2=O)o1
68	NP(=O)(Oc1ccccc1Cl)Oc1ccccc1Cl
69	O=C(CN1CCOCC1)Nc1ccc(Br)cc1C(=O)c1ccccc1
70	COc1ccccc1CC(=O)N1CCN(CCc2ccccc2)CC1
71	CC(C)(C)C(=O)NC1CCSC1=O (stereo not given)
72	CC(=O)C1=C(C)OC(N)=C(C(=O)OC(C)C)C12C(=O)Nc1ccccc12 (stereo not given)

compound no. | 67 | 68 | 69 | 70 | 71 | 72
OX1R antag-1 | -5 | -11 | -35 | -10 | -10 | -6
OX1R antag-2 | 55* | 15 | 15 | 11 | 24 | 14

73	Cc1ccc(S(=O)(=O)N2CC3CC(C2)c2cccc(=O)n2C3)cc1 (stereo not given)
74	Cc1ccccc1NC(=S)NC(NC(=O)CF)C(Cl)(Cl)Cl (stereo not given)
75	c1ccc(-c2[nH]c[n+](CC3CO3)c2-c2ccccc2)cc1 (stereo not given)
76	Nc1c(C(=O)NCC2CCCO2)c2nc3ccccc3nc2n1Cc1ccco1 (stereo not given)
77	c1ccc(CN2CCN(Cc3ccc4c(c3)OCCO4)CC2)cc1
78	COC(=O)C1=C(c2cccc(OCc3ccccc3)c2)C[C@@H]2CC[C@H]1N2C(=O)NCCOc1ccccc1Cl

compound no. | 73 | 74 | 75 | 76 | 77 | 78
OX1R antag-1 | -4 | -16 | -21 | -5 | -19 | -1
OX1R antag-2 | 3 | 16 | 8 | 29 | 12 | 2

79	BrCC(Br)C1CCC(Br)C(Br)C1 (stereo not given)
80	CN(C)CCN(CC1CCCN(Cc2ccccc2F)C1)C(=O)Cc1ccc(F)c(F)c1 (stereo not given)
81	COc1ccc(OC)c(-n2c(O)c(/C=C3\C=Nc4ccccc43)c(=O)[nH]c2=O)c1
82	Cn1c(NN=O)nc2ccccc21
83	Cc1cc(C=C2C(=O)N(C)C(=S)N(C)C2=O)c(C)n1C1CCCCC1
84	Cc1ccc[n+](CC(O)Cn2c3ccccc3c3ccccc32)c1 (stereo not given)

compound no. | 79 | 80 | 81 | 82 | 83 | 84
OX1R antag-1 | -7 | -23 | 6 | 7 | 1 | 1
OX1R antag-2 | 15 | 8 | 21 | 4 | 15 | -7

85	Nc1ccncc1Cl
86	C=CCN1C(=O)NC(=O)C(CCc2ccncc2)(CCc2ccncc2)C1=O
87	CCC(CC)NC1CCCCC1OC (stereo not given)
88	O=C(NCc1ccccn1)c1ccccc1Cl
89	CCCCC(=O)N/N=C/c1c(O)n(-c2cccc3ccccc23)c(=O)[nH]c1=O
90	Cn1c(O)c(C(=N)COc2cccc(Cl)c2)c(=O)n(C)c1=O
91	COc1cc(C)c(CN2CCN(c3ccccc3)CC2)cc1C
92	Cc1ccc(-n2c(C)cc(/C=C3/C(=O)NC(=O)N(C)C3=O)c2C)cc1
93	COC(=O)C1=C(c2cccc(C#N)c2)C[C@@H]2CC[C@H]1N2C(=O)N1CCOCC1

compound no. | 85 | 86 | 87 | 88 | 89 | 90 | 91 | 92 | 93
OX1R antag-1 | -20 | -18 | -2 | -24 | 17 | 9 | -17 | -21 | -27
OX1R antag-2 | 7 | 2 | 3 | 6 | 19 | 15 | 21 | 10 | -1
